Screening data: PubChem, several laboratories
Dynein transport: dynein cargo transport inhibition; 3617.4 mouse cells, GR-EGFP nuclear translocation imaging; test concentration mostly 20 µM; stimulated with dexamethasone, 1 µM; hits give low values; z-score, hits read low; 0.47% of 220,000 active;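 active means plate z-score of nuclear minus cytoplasmic receptor signal below a set negative limit, without overly bright fluorescence or cell loss, cut at about -3.5 in these data, passing the limit was not always enough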;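 further: z-score of nuclear minus cytoplasmic ring GR-EGFP intensity difference per well; some compounds called inactive have numbers as strong as hits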
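Buffer or medium: tetracycline-free induction medium containing charcoal-stripped FBS / Reagent: dexamethasone agonist, 1.0 µM final, for 30 min / Technique: automated 10x imaging of fixed Hoechst-stained cells / Times: induction 48 h, compound 1 h, agonist 30 min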
bCat nuc transl: beta-catenin nuclear translocation modulation; HeLa beta-catenin nuclear translocation, immunofluorescence imaging; nuclear translocation activity, % at 5 µM; 0.3% of 190,000 active; AID 1665;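 active means nuclear translocation activity above 50% at 5 µM, with a well cell count of 50 or more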;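 further: per-cell ratio of nuclear to cytoplasmic median beta-catenin stain intensity; plate controls were DMSO negative control for no effect and GSK-3 inhibitor IX positive control for full effect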
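assay system = human HeLa cells, endogenous beta-catenin | times = compound treatment 24 h, 37°C, 5% CO2 | detection = Anti-beta-catenin immunofluorescence on PFA-fixed, Triton-permeabilized cells, DAPI nuclei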
MT stabilizer: stabilizes microtubules in HeLa cells. % tubulin-high responders, % at 10 µM. HeLa tubulin immunostaining HCS, 24 h; share of cells brighter than vehicle mean+2SD. 0.83% of 200,000 active. AID 2205;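 active means plate Z-score above 3 for both tubulin-high and condensed-nucleus cell shares, with cell loss under 80%, at 10 µM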;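 further: anti alpha tubulin signal scored within the nucleus-defined area of each cell; some results filed as inactive read as strong as hits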
Autophagy mod: autophagy modulation, high-content screen | MEF GFP-LC3 puncta imaging; test concentration mostly 10 µM | calls only at 10 µM (by protocol) | 0.98% of 190,000 active;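 active means percentage of spot-positive cells more than 3 SD above its plate mean, without a fluorescence outlier flag or 80% toxicity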;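 further: spot-positive cell cutoff set from DMSO-treated cells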
Ins promoter up: MIN6 insulin promoter up-regulation; 0.3% of 190,000 active; z-score at 5 µM; MIN6 insulin promoter-GFP reporter, high-content imaging; hits give high values;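 active means z-score above 3 at 5 µM with at least 500 cells counted in the well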
Yfh1-depleted yeast: enhancers of respiration in Yfh1-depleted yeast, dose response, Friedreich's ataxia, plus single-dose screen (AID 1465); S. cerevisiae Yfh1-off respiration, WST-1 reduction, 72 h; higher fold induction means a stronger effect; one-dose fold induction at 50 µM; EC50 in µM for titrated hits; 0.074% of 220,000 active;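 active means fold induction of absorbance versus untreated yeast above a set limit, then at least 30% activation at any dose in follow-up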;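 further: activators that raise dye reduction in frataxin-depleted yeast; strong numbers were not always called active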
PMI inhibitors: inhibitors of human PMI, primary screen, biochemical, fluorescence intensity, coupled assay (AID 1209); purified PMI enzyme, coupled fluorescence intensity; higher % means a stronger effect; inhibition, % at 20 µM; hits with a dose series show IC50 in µM; 0.42% of 190,000 active;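 further: plate controls were DMSO vehicle for no effect and wells lacking substrate for full effect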
PMI inhibition: human PMI inhibitors, high substrate, primary screen, biochemical, fluorescence intensity, high mannose 6-phosphate (AID 1220). recombinant PMI enzyme, coupled fluorescence intensity; higher % means a stronger effect. one-dose inhibition, % at 20 µM; IC50 in µM for titrated hits. 0.66% of 190,000 active
WT yeast gro inh: growth inhibition of WT yeast, mitochondrial fusion screen; 2.1% of 190,000 active; AID 1362; mitochondrial fusion phenotypic screen, WT strain; inhibition, % at 10 µM; in the data active means inhibition above about 58%; tested in S. cerevisiae
WT yeast gro inh mutant strain: also measured in WT yeast gro inh; calls as there; inhibition, %; mitochondrial fusion phenotypic screen, mutant strain inhibition
Dynein transport cytoplasmic EGFP: further read-out of Dynein transport, marked with its call; z-score; measured here: cytoplasmic GR-EGFP intensity; hits give high values
Dynein transport nuclear GR-EGFP: further read-out of Dynein transport, marked with its call; z-score; measured here: nuclear GR-EGFP intensity;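 lower value marks the stronger effect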
Dynein transport cell count: second read-out of Dynein transport, no call of its own (marks repeat the call); z-score; measured here: cell count per field
Ins promoter up cell count: second read-out of Ins promoter up, no call of its own (marks repeat the call); cell count; measured here: cytotoxicity, nuclei count;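 total cells summed across four imaged fields per well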
bCat nuc transl cell count 5 µM: recorded beside bCat nuc transl, whose call it bears; cell count; measured here: cell count, cytotoxicity flag
MT stabilizer Hoechst-high %: second read-out of MT stabilizer, no call of its own (marks repeat the call); % Hoechst-high responders; measured here: nuclear condensation Hoechst responders;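 share of cells brighter than vehicle mean plus two SD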
MT stabilizer cytotoxicity %: recorded beside MT stabilizer, whose call it bears; toxicity, %; measured here: cytotoxicity by cell density;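 0% = mean cell density of plate MIN control wells and 100% = no cells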
Autophagy mod cell loss 18 h: second read-out of Autophagy mod, no call of its own (marks repeat the call); toxicity, %; measured here: cell loss, nuclei count;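 cell loss after 18 h compound exposure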
Numbers without * were called inactive; i = inactive; / = no result given; + = active, no number. Unless noted, no stated cut-off is given here; in the data, active means inhibition above about 50%; inactive means the rest.

SMILES | Dynein transport | Dynein transport cytoplasmic EGFP | Dynein transport nuclear GR-EGFP | Dynein transport cell count | bCat nuc transl | bCat nuc transl cell count 5 µM | MT stabilizer | MT stabilizer Hoechst-high % | MT stabilizer cytotoxicity % | Autophagy mod | Autophagy mod cell loss 18 h | Ins promoter up | Ins promoter up cell count | Yfh1-depleted yeast | PMI inhibitors | PMI inhibition | WT yeast gro inh | WT yeast gro inh mutant strain
COCCn1c(SCC(=O)Nc2cccc(C(=O)OC)c2)nc2ccccc2c1=O | 0.51 | -0.24 | 0.6 | 0.35 | 0.6 | 715 | 5.1 | 4.0 | 9.9 | i | 3 | 1.1 | 1148 | i | 1% | 2% | 3 | -14
Cc1ccc(C)c(S(=O)(=O)N2CCNCC2)c1 | -0.79 | -0.31 | 0.35 | 0.05 | -2.9 | 1015 | 5.5 | 2.3 | 8.3 | i | 1 | 2 | 1160 | i | 4% | 12% | -1 | 0
Cc1ccc(CNS(=O)(=O)c2ccc3c(c2)OCCO3)cc1 | 0.084 | -0.35 | -0.22 | 0.45 | -1.8 | 497 | 4.7 | 2.9 | 9.1 | i | 0 | 0.2 | 1604 | i | 7% | 10% | -12 | 13
CC(=O)C(Sc1ncnc2c1nnn2-c1ccc(F)cc1)C(=O)N(C)C (stereo unspecified) | -3.5 | 0.92 | -2.2 | -0.39 | / | / | 4.8 | 2.4 | 1.9 | i | 2 | 0.08 | 1232 | i | 49% | 15% | -16 | -6
COCC(=O)Nc1c(C(=O)Nc2cccc(OC)c2)oc2ccccc12 | -0.23 | -0.29 | -0.34 | 0.39 | -0.1 | 1058 | 5.5 | 4.8 | 2.7 | i | -10 | 0.42 | 1625 | i | 9% | 8% | 14 | 49
O=C(CCC(=O)Nc1ccc(F)cc1)N/N=C/c1ccccc1O | -0.69 | -0.35 | -0.59 | 0.78 | 0.2 | 1116 | 5.0 | 1.5 | 6.7 | i | 18 | -0.25 | 1257 | i | -9% | -15% | 7 | -5
CCCCN1C(=O)C2NN=C(C(=O)OC)C2C1=O (stereo unspecified) | 0.28 | -0.23 | 0.26 | 0.2 | / | / | 2.1 | 1.8 | 6.0 | i | -2 | 1.6 | 858 | i | 0% | -4% | -16 | -6
CCOC(=O)C1=C(C)NC(=O)NC1c1ccc(Cl)cc1Cl (stereo unspecified) | -0.65 | -0.25 | -0.28 | -0.25 | / | / | 2.6 | 1.0 | 5.8 | i | -6 | / | / | i | 16% | 9% | 16 | 18
CCOc1ccc(C2C(=O)N(C3CCCCC3)CC(=O)N2CC2CCCO2)cc1OC (stereo unspecified) | 0.54 | -0.18 | 0.43 | -0.94 | 1.0 | 1395 | 2.2 | 2.1 | 9.4 | i | -8 | 0 | 1513 | / | -9% | -6% | -25 | 3
O=C(Nc1ccccc1F)c1ccc(CNS(=O)(=O)c2cccc(C(F)(F)F)c2)cc1 | -0.4 | -0.34 | 0.0071 | 0.52 | -4.5 | 1194 | 2.5 | 1.3 | 7.5 | i | -7 | 0.03 | 957 | i | -3% | -8% | -8 | 7
O=C(/C=C/c1cn(-c2ccccc2)nc1-c1cccnc1)c1ccco1 | -3.2 | 0.75 | -1.7 | 0.077 | 7.5 | 754 | 12* | 5.6* | 36* | i | 16 | -1.7 | 1149 | i | 14% | 12% | 20 | 19
CN(C)S(=O)(=O)c1cccc(C(=O)N(Cc2ccc(F)cc2)Cc2ccco2)c1 | -0.54 | -0.16 | -0.19 | 0.45 | -2.5 | 1176 | 3.3 | 2.6 | 7.5 | i | 2 | -0.81 | 1196 | i | 2% | -7% | 3 | -20
Cc1ccc(-n2c(=O)cc(N3CCN(Cc4ccccc4)CC3)[nH]c2=O)cc1 | -0.65 | -0.18 | -0.18 | 0.017 | -2.5 | 1169 | 5.0 | 3.2 | 11 | i | 3 | -0.28 | 2123 | i | 11% | 11% | -2 | -2
COCCNC(=O)Cn1ncc2ccsc2c1=O | -0.26 | -0.21 | 0.051 | -0.051 | / | / | 2.3 | 3.6 | 8.7 | i | 3 | -0.34 | 973 | i | 6% | 6% | 9 | 11
O=C(Cc1ccc(-n2cccc2)cc1)NCc1cccs1 | 0.28 | -0.38 | 0.3 | 0.29 | 165* | 602* | 29* | 23* | 73* | i | 13 | -0.1 | 1108 | i | 1% | 0% | -8 | -18
C/C(=N\N1CCN(C2c3ccccc3-c3ccccc32)CC1)c1ccco1 | -0.22 | -0.28 | -0.14 | -0.69 | 0.3 | 963 | 3.6 | 3.1 | 3.2 | i | 14 | -0.03 | 1288 | i | 16% | 12% | 8 | 13
CCCCNC(=O)CCC(=O)Nc1ncc(-c2ccc(C)cc2)n1C | -0.14 | -0.3 | 0.27 | -0.73 | 0.6 | 678 | 4.7 | 3.4 | 0.5 | i | -14 | -0.56 | 1296 | i | 12% | 10% | 4 | 19
Cc1nc(NC(=S)NC(=O)COc2ccccc2Cl)ccc1Br | -0.39 | -0.25 | -0.45 | 0.86 | 2.8 | 646 | 4.4 | 3.7 | 5.6 | i | 1 | 0.94 | 1346 | i | 20% | 9% | -6 | 7
CCCCCCOc1ccc(C(CC(N)=O)C(=O)O)cc1 (stereo unspecified) | -0.54 | -0.31 | -0.43 | 0.79 | -1.4 | 1009 | 1.7 | 1.7 | 7.6 | i | 3 | 0.81 | 1437 | i | 11% | 5% | 0 | -9
COc1ccc(NC(=O)/C(C#N)=C/C=C/c2ccco2)cc1 | 0.22 | -0.2 | 0.29 | 0.56 | 43 | 686 | 24* | 31* | 53* | i | 6 | 1.8 | 1329 | i | 12% | 9% | 6 | 12
CC(C)(C)C(=O)COC(=O)c1ccc(O)cc1 | -0.21 | -0.27 | 0.11 | -0.48 | 0.1 | 1164 | 1.7 | 1.5 | 4.6 | i | 1 | / | / | / | 5% | 10% | 12 | 7
CC(C)Oc1ccc(CCNC(=O)CC2C(=O)NCCN2C)cc1 (stereo unspecified) | 0.67 | -0.12 | 0.36 | -1.4 | 0.1 | 1386 | / | / | / | / | / | -0.73 | 954 | i | / | / | / | /
CCOC(=O)CSc1ncc(-c2ccc([N+](=O)[O-])cc2)[nH]1 | 0.62 | -0.27 | 0.34 | 0.18 | -3.1 | 551 | 1.1 | 1.9 | 2.0 | i | 9 | 0.37 | 1360 | i | -1% | -4% | -3 | -4
Cc1nn(C)c(C)c1CNC(=O)c1cnn2c1NC(c1ccccc1)CC2C(F)(F)F (stereo unspecified) | -0.33 | -0.32 | -0.2 | -0.05 | 1.7 | 1330 | 3.8 | 3.2 | 3.9 | i | 11 | -0.67 | 690 | i | 12% | 9% | 21 | 25
Nc1nc(-c2ccco2)nn1C(=O)c1ccccc1 | -0.33 | -0.42 | 0.027 | 0.18 | 1.0 | 1419 | 2.3 | 1.1 | 6.4 | i | 4 | 0.17 | 1513 | i | 7% | 6% | -15 | -9

Of the compounds above, two have a thiophene ring, fused or not:
SMILES | Dynein transport | Dynein transport cytoplasmic EGFP | Dynein transport nuclear GR-EGFP | Dynein transport cell count | bCat nuc transl | bCat nuc transl cell count 5 µM | MT stabilizer | MT stabilizer Hoechst-high % | MT stabilizer cytotoxicity % | Autophagy mod | Autophagy mod cell loss 18 h | Ins promoter up | Ins promoter up cell count | Yfh1-depleted yeast | PMI inhibitors | PMI inhibition | WT yeast gro inh | WT yeast gro inh mutant strain
COCCNC(=O)Cn1ncc2ccsc2c1=O | -0.26 | -0.21 | 0.051 | -0.051 | / | / | 2.3 | 3.6 | 8.7 | i | 3 | -0.34 | 973 | i | 6% | 6% | 9 | 11
O=C(Cc1ccc(-n2cccc2)cc1)NCc1cccs1 | 0.28 | -0.38 | 0.3 | 0.29 | 165* | 602* | 29* | 23* | 73* | i | 13 | -0.1 | 1108 | i | 1% | 0% | -8 | -18

(more compounds)
SMILES | Dynein transport | Dynein transport cytoplasmic EGFP | Dynein transport nuclear GR-EGFP | Dynein transport cell count | bCat nuc transl | bCat nuc transl cell count 5 µM | MT stabilizer | MT stabilizer Hoechst-high % | MT stabilizer cytotoxicity % | Autophagy mod | Autophagy mod cell loss 18 h | Ins promoter up | Ins promoter up cell count | Yfh1-depleted yeast | PMI inhibitors | PMI inhibition | WT yeast gro inh | WT yeast gro inh mutant strain
CCOc1ccc(N(CC(=O)Nc2cccc(Cl)c2)S(=O)(=O)c2c(C)noc2C)cc1 | 0.45 | -0.077 | 0.35 | -0.8 | -0.4 | 1190 | 2.8 | 3.5 | 0.1 | i | 3 | -0.94 | 981 | i | 7% | 8% | 40 | -2
COc1ccc(-c2cc(C3CC3)nc(SCC(=O)c3cccs3)c2C#N)cc1 | 0.25 | 0.058 | 0.042 | -0.064 | -0.4 | 1150 | 7.1 | 3.6 | 6.1 | + | 21* | 0.33 | 1505 | i | 10% | 14% | 7 | -3
Cc1ccc(NC(N)=S)cc1C | 0.16 | -0.092 | -0.06 | -0.86 | -0.7 | 1170 | 2.7 | 1.6 | 3.0 | i | 7 | 0.13 | 1352 | i | 12% | 1% | 1 | -2
CC1(C)CC(=O)C=C(N2CCN(C3=CC(=O)CC(C)(C)C3)CC2)C1 | / | / | / | / | -1.4 | 774 | / | / | / | / | / | 0.28 | 1443 | / | -3% | -8% | / | /
CCOC(=O)C1C(=O)NC(SC)=C(C#N)C1c1ccccc1F (stereo unspecified) | -0.83 | -0.15 | -0.067 | 0.35 | -8.4 | 1001 | 2.1 | 1.5 | 5.0 | i | 11 | 0.21 | 1251 | i | -4% | 1% | -1 | -2
Cc1cc2c(cc1C)[n+](C)cn2CC(O)COCc1ccccc1 (stereo unspecified) | -0.9 | -0.4 | -0.34 | 0.61 | 0.8 | 866 | 1.1 | 1.2 | 5.1 | i | 8 | 0.46 | 2002 | i | 27% | 24% | -2 | 3
O=C(NCc1cccnc1)c1cn(-c2ccccc2)nc1-c1cccs1 | -0.5 | -0.2 | 0.0037 | 0.47 | -2.8 | 1183 | 4.3 | 2.5 | 4.5 | i | 2 | 0.6 | 1132 | i | 1% | 6% | -6 | 2
